PLAP inhibition: PLAP enzyme inhibitors, biochemical, luminescence, HTS (AID 690). Alkaline phosphatase, placental type (Homo sapiens). purified PLAP, luminescent substrate; higher % means a stronger effect. inhibition, % at 20 µM; hits with a dose series show IC50 in µM. 96,000 tested, 0.08% active; in the data active means a potency from the dose series; inactive means the rest, 99 in 100 with inhibition below about 30%; further: strong numbers were not always called active
NFkB transloc pot: enhancers of NFkB p65 translocation in HUVEC – imaging, IL-1B stimulus, high-content imaging, primary screen; HUVEC IL-1B NFkB p65 nuclear translocation imaging; activation, % at 2 µM; 94,000 tested, 0.3% active; AID 819, 2007;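 active means activation above 40%, about the mean plus 3 SD, also judged a hit on visual image review; inconclusive means activation above 40% but not a hit on visual review; inactive means activation not above 40% and no visual hit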;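 further: percent activation is computed from the nuclear over cytoplasmic p65 intensity ratio; values of inactives mirror those of a sister screen read the other way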
Bcl-B displacement: displacers of TR3 peptide from Bcl-B, primary screen, selectivity assay for Bfl-1 inhibitor project, biochemical, fluorescence polarization; displacement, % at 20 µM; hits with a dose series show IC50 in µM; 96,000 tested, 0.11% active; FP displacement of FITC-TR3 peptide from Bcl-B; higher % means a stronger effect;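 active means displacement above 50% at 20 µM plus a fluorescence interference ratio under 1.5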;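 further: plate controls were wells without compound for no effect and wells lacking Bcl-B protein for full effect; a part of the inactive calls stands beside numbers as strong as those of hits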
NFkB transloc inh: inhibitors of IL-1B driven NFkB p65 nuclear import, primary screen, imaging, HUVEC, IL-1B stimulus, high-content imaging; HUVEC IL-1B NFkB p65 nuclear translocation imaging; 94,000 tested, 0.43% active; inhibition, % at 2 µM;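 active means inhibition above about 30% together with a positive call from visual inspection of the well image, limit read from the data; inconclusive means inhibition above a set limit but visual check negative; inactive means inhibition not above a set limit, visual check negative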;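 further: nuclear over cytoplasmic p65 intensity ratio measured by imaging; 0% = IL-1B stimulated DMSO wells and 100% = unstimulated DMSO wells; values of inactives mirror those of a sister screen read the other way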
MRP resist rev: reversal of MRP1-mediated doxorubicin resistance, primary screen, H69AR cells, doxorubicin co-treatment; AID 602, 2007; 85,000 tested, 0.04% active; differential viability (reversal), % at 10 µM; H69AR cells + 2 uM doxorubicin, CellTiter-Glo, 72 h;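 active means viability drop by adding the cancer drug above about 55%, with treated viability meeting a 40% cutoff, limit read from the data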;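 further: viability without doxorubicin minus viability with 2 µM doxorubicin for each compound; larger differential means the compound sensitizes cells more to doxorubicin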
MRP resist rev cytotoxicity: recorded beside MRP resist rev, whose call it bears; viability, %; H69AR cells, CellTiter-Glo, 72 h; measured here: cytotoxicity without doxorubicin
MRP resist rev with doxorubicin: second read-out of MRP resist rev, no call of its own (marks repeat the call); viability, %; measured here: viability with 2 uM doxorubicin; hits give low values
NFkB transloc inh cell count 2 µM: also measured in NFkB transloc inh; calls as there; cell count; measured here: cells passing quality filter;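 raw number of nuclei counted in each imaged well without normalization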
NFkB transloc pot cell count 2 µM: second read-out of NFkB transloc pot, no call of its own (marks repeat the call); cell count; measured here: cells passing quality filter
Numbers without * were called inactive; ? = inconclusive; . = no result given. These rows are one share of the data; rates above refer to the full screens.

SMILES	PLAP inhibition	NFkB transloc pot	NFkB transloc pot cell count 2 µM	Bcl-B displacement	NFkB transloc inh	NFkB transloc inh cell count 2 µM	MRP resist rev	MRP resist rev cytotoxicity	MRP resist rev with doxorubicin
CC1CCCCC12NC(=O)N(CC(=O)Nc1sc3c(c1C(N)=O)CCC3)C2=O (configuration not stated)	-91%	14	151	-20%	-14	151	.	.	.
COCCn1nnnc1C(c1cc2ccc(C)cc2[nH]c1=O)N(Cc1ccco1)Cc1cccs1 (configuration not stated)	-36%	21	124	-5%	-21	124	-6	98	105
c1ccc(CNc2ncnc3sc4c(c23)CCC4)nc1	5%	8	132	-8%	-8	132	-8	68	76
CCC1=Nc2ccccc2-c2nnc(SC)nc2O1	12%	-10	110	1%	10	110	-5	69	73
Cc1ccc(NC(=O)C(C)Sc2nnc(-c3cccnc3)n2-c2ccccc2)cc1 (configuration not stated)	-36%	-20	79	-13%	3	129	-12	71	84
CCCn1c(SCC(=O)N2c3ccc(F)cc3CCC2C)nnc1-c1ccccn1 (configuration not stated)	.	?	.	.	-46	127	12	100	88
CCOc1ccc(CNC(=O)C2CC(=O)N(C3CCCC3)C2)cc1OC (configuration not stated)	-21%	12	195	10%	-12	195	0	94	94
Cc1ccc(C)c(-n2c(-c3csc(C)c3)n[nH]c2=S)c1	-86%	26	141	8%	-26	141	.	.	.
Cc1onc(-c2c(F)cccc2Cl)c1C(=O)Nc1nc2c(s1)CCCC2	.	-11	133	.	11	133	-10	41	51
CCOc1ccc(-c2nnc3n2N=C(c2ccc(OC)cc2)CS3)cc1	-24%	31	163	-7%	-31	163	-17	51	68
COc1ccc(CNC(=O)C(c2ccc(C)o2)N(Cc2cccs2)C(=O)Cc2cccs2)cc1 (configuration not stated)	.	8	98	.	-8	98	-3	24	26
CCC(=O)N(CC)C1=C(O)c2ccccc2C(=O)C1=O	30%	-10	138	0%	10	138	.	.	.
Cc1nc2ccc(F)cc2cc1C(=O)NCC1CCCO1 (configuration not stated)	-2%	-6	166	14%	6	166	-9	55	65
CC(C)(C)NS(=O)(=O)c1ccc(CCC(=O)NCc2ccco2)cc1	-61%	21	186	2%	-21	186	-9	85	94
Cc1cc(=O)oc(C)c1C(=O)NCc1ccccc1	-49%	7	126	7%	-7	126	-9	95	105

Compound profiles (already shown). Order of values: PLAP inhibition | NFkB transloc pot | NFkB transloc pot cell count 2 µM | Bcl-B displacement | NFkB transloc inh | NFkB transloc inh cell count 2 µM | MRP resist rev | MRP resist rev cytotoxicity | MRP resist rev with doxorubicin
`Cc1cc(=O)oc(C)c1C(=O)NCc1ccccc1` in the list: -49% | 7 | 126 | 7% | -7 | 126 | -9 | 95 | 105
`Cc1nc2ccc(F)cc2cc1C(=O)NCC1CCCO1` (configuration not stated) in the list: -2% | -6 | 166 | 14% | 6 | 166 | -9 | 55 | 65
`Cc1ccc(C)c(-n2c(-c3csc(C)c3)n[nH]c2=S)c1` in the list: -86% | 26 | 141 | 8% | -26 | 141 | . | . | .
`c1ccc(CNc2ncnc3sc4c(c23)CCC4)nc1` in the list: 5% | 8 | 132 | -8% | -8 | 132 | -8 | 68 | 76

(listing goes on)
SMILES	PLAP inhibition	NFkB transloc pot	NFkB transloc pot cell count 2 µM	Bcl-B displacement	NFkB transloc inh	NFkB transloc inh cell count 2 µM	MRP resist rev	MRP resist rev cytotoxicity	MRP resist rev with doxorubicin
COc1ccccc1NC(=O)c1sc2ncn(Cc3ccc(C)cc3)c(=O)c2c1C	-27%	-2	157	-23%	2	157	.	.	.
O=C(CCC(=O)c1ccc(F)cc1)Nc1cc(Cl)cc(Cl)c1	-8%	1	95	-12%	-1	95	.	.	.
CCOC(=O)N1CCC(NC(=O)c2cc3c(-c4cccc(OC)c4)nn(C)c3s2)CC1	4%	.	.	-8%	.	.	6	10	5
CCOC(=O)C(=CNCC(=O)O)C(=O)OCC	2%	-3	116	-3%	3	116	.	.	.
CCOC(=O)c1ccc2ncc(C(=O)OCC)c(NCc3ccco3)c2c1	-32%	3	88	0%	-4	88	-11	36	47
O=C(NCc1ccccc1)c1ccc(Cn2cc(C(F)(F)F)ccc2=O)cc1	16%	2	113	2%	-2	113	.	.	.
O=C(NC1CCCCCC1)c1cccs1	3%	2	203	0%	-2	203	-3	80	83
CCOC(=O)C1=C(C)NC(C)=C(C(=O)OCC)C1/C=C/c1ccccc1	-2%	1	134	-6%	0	134	.	.	.
COc1ccc(Cc2nn3c(-c4ccccc4Br)nnc3s2)cc1	-26%	20	135	-4%	-20	135	2	86	84
NC(=O)C1(NC(=O)[C@@H]2CC3(CC(c4cccc(NC(=O)c5cc([N+](=O)[O-])cc([N+](=O)[O-])c5)c4)=NO3)CN2C(=O)c2ccccc2)CC1 (some centres not stated)	-44%	-1	167	-5%	1	167	.	.	.
COC(=O)CSc1nc2ccccc2c(=O)n1C	20%	-6	130	0%	6	130	15	94	78
O=C(Nc1ccc2c(c1)oc1ccc(S(=O)(=O)N3CCCC3)cc12)C1CC1	-4%	-8	177	-1%	8	177	17	82	65
CC1CCCCN1CCCn1c(=S)[nH]c2ccccc2c1=O (configuration not stated)	-2%	10	152	-2%	-10	152	3	93	90
NC(=O)c1nc(C2CCCCC2)nc2c1[nH]c(=O)n2-c1ccc(F)cc1	-17%	15	164	-3%	-15	164	2	76	74
COc1ccc(/C=C2\C(=O)N(Cc3ccc(F)cc3)CC(=O)N2Cc2ccccc2)cc1	-10%	.	.	-5%	.	.	.	.	.
O=C(c1cccs1)N1CCN(CCc2ccccc2)CC1	-7%	7	103	-4%	-7	103	17	101	84
Cc1cnc(NC(=O)C2COc3ccccc3O2)s1 (configuration not stated)	0%	4	167	-11%	-4	167	3	87	84
COc1ccc2nc(NC(=O)CCNS(=O)(=O)c3ccc4c(c3)oc(=O)n4C)sc2c1	-20%	-11	115	-2%	11	115	3	91	88
CC(=O)C1=C(C)NC(=O)NC1c1cccs1 (configuration not stated)	20%	-17	54	1%	17	54	-3	91	94
CCSc1nnc2c(n1)[nH]c1c(C)cccc12	22%	12	75	2%	-12	75	-13	57	70
N#Cc1cccc(NC(=O)c2ccccc2C(=O)O)c1	-15%	-11	161	-10%	10	161	-7	92	99
CCC(=O)/C=C1/Sc2ccc(OC)cc2N1CC	-3%	1	174	-1%	-1	174	1	75	73
CCOc1ccc(NC(=O)COC(=O)Cc2ccc(S(=O)(=O)N3CCOCC3)s2)cc1	-9%	2	196	5%	-2	196	.	.	.
O=C(OCc1ccccc1)c1ccc(Br)o1	20%	12	145	-9%	-12	145	5	111	106
O=C(NC1=NCCS1)C1COc2ccccc2O1 (configuration not stated)	13%	20	69	0%	-20	69	-16	71	87
CCCCn1c(-c2ccncc2)nc2c1c(=O)[nH]c(=O)n2CC(C)C	-3%	10	181	8%	-10	181	16	47	31
CCOC(=O)/C=C1\SCC(=O)N1CC(=O)c1ccc[nH]1	.	?	.	-50%	-54	109	-11	83	93
Cc1cc(OCC(=O)Nc2cc(-c3nn4c(C)nnc4s3)ccc2C)ccc1Cl	-8%	-8	154	-121%	8	154	-13	66	79
CCOC(=O)Cn1c(=N)n(Cc2ccccc2)c2ccccc21	6%	21	155	-8%	-21	155	.	.	.
COc1ccc(OCc2ccc(C(=O)O)cc2)cc1	-6%	-12	135	-6%	12	135	0	85	84
O=C1CCN(S(=O)(=O)c2ccccc2)C2CCCCC12 (configuration not stated)	1%	4	129	1%	-4	129	-3	89	92
Cc1ccc(C(=O)c2c(C)oc3c2C(=O)C(=O)c2ccccc2-3)cc1	-3%	10	155	-11%	-10	155	0	1	1
O=C(Cn1cc2c(n1)CCCCC2)NCc1ccccn1	-41%	-7	157	40%	7	157	-5	92	97
CCC(CC)C(=O)Nc1ccccc1-n1cccc1	3%	-1	126	-3%	1	126	.	.	.
Cc1cccc(C(=O)N2CCC(n3nnc4cc(F)ccc43)CC2)c1	-40%	2	141	-2%	-2	141	-13	64	76
O=C(C1CCN(S(=O)(=O)c2cccc3cccnc23)CC1)N1CCCC1	-26%	-6	151	7%	6	151	10	102	92
Cc1ccc(Oc2ccc(NC(=O)Cn3ccsc3=N)cc2)cc1	-35%	13	207	7%	-13	207	.	.	.
Nc1nonc1-c1nc2ccccc2n1Cc1ccc(F)cc1	15%	-2	86	-2%	2	86	-28	18	46
C=CCN1C(=NC(=O)CC)SC2CS(=O)(=O)CC21 (configuration not stated)	4%	-4	185	-10%	4	185	-20	88	107
CCc1nn(-c2ccccc2)c(N)c1-c1ccc(OC)c(OC)c1	-13%	-17	124	8%	17	124	18	100	82
CC(C)c1nc(NCC2CCCO2)c(C#N)c2c1COC(C)(C)C2 (configuration not stated)	-19%	-2	166	-9%	2	166	-7	72	80
Cc1ccc(NC(=O)C2CC(c3ccc(F)cc3)=NO2)cc1 (configuration not stated)	7%	-7	111	2%	7	111	0	105	104
COc1cc2c(cc1NC(=S)Nc1cccc(C)c1)oc1ccccc12	12%	-4	199	-10%	4	199	.	.	.
CN(C)S(=O)(=O)n1cnc(-c2ccccc2)c1-c1ccccc1	23%	9	165	-1%	-9	165	12	89	77
O=C(Nc1ccc(Cl)c(Cl)c1)N(CCCN1CCOCC1)Cc1cccs1	-54%	-13	161	6%	13	161	-7	54	62

Single entries from above:
`CCc1nn(-c2ccccc2)c(N)c1-c1ccc(OC)c(OC)c1` in MRP resist rev cytotoxicity shows 100
`CC(=O)C1=C(C)NC(=O)NC1c1cccs1` (configuration not stated) in Bcl-B displacement shows 1%
`CCC(=O)N(CC)C1=C(O)c2ccccc2C(=O)C1=O` in PLAP inhibition shows 30%

Shown with each value named: part of the list above.
> Cc1ccc(C(=O)c2c(C)oc3c2C(=O)C(=O)c2ccccc2-3)cc1
  PLAP inhibition: -3%; NFkB transloc pot: 10; NFkB transloc pot cell count 2 µM: 155; Bcl-B displacement: -11%; NFkB transloc inh: -10; NFkB transloc inh cell count 2 µM: 155; MRP resist rev: 0; MRP resist rev cytotoxicity: 1; MRP resist rev with doxorubicin: 1
> O=C(Cn1cc2c(n1)CCCCC2)NCc1ccccn1
  PLAP inhibition: -41%; NFkB transloc pot: -7; NFkB transloc pot cell count 2 µM: 157; Bcl-B displacement: 40%; NFkB transloc inh: 7; NFkB transloc inh cell count 2 µM: 157; MRP resist rev: -5; MRP resist rev cytotoxicity: 92; MRP resist rev with doxorubicin: 97
> CCC(CC)C(=O)Nc1ccccc1-n1cccc1
  PLAP inhibition: 3%; NFkB transloc pot: -1; NFkB transloc pot cell count 2 µM: 126; Bcl-B displacement: -3%; NFkB transloc inh: 1; NFkB transloc inh cell count 2 µM: 126; MRP resist rev: .; MRP resist rev cytotoxicity: .; MRP resist rev with doxorubicin: .

(continued)
SMILES	PLAP inhibition	NFkB transloc pot	NFkB transloc pot cell count 2 µM	Bcl-B displacement	NFkB transloc inh	NFkB transloc inh cell count 2 µM	MRP resist rev	MRP resist rev cytotoxicity	MRP resist rev with doxorubicin
CC1(C)CC2CC(C)(CN2C(=O)COC(=O)c2n[nH]c(=O)c3ccccc23)C1 (configuration not stated)	-5%	.	.	13%	.	.	17	96	79
N#CCSc1ncnc2sc3c(c12)CCC3	-13%	-4	194	-65%	4	194	4	94	90
COc1ccc(N2CCN(C(=O)c3ccc(NS(=O)(=O)c4ccc(F)cc4)cc3)CC2)cc1	-60%	28	83	1%	-28	83	6	95	88
COc1ccc(C(=O)OCC(=O)NCc2ccco2)cc1OC	-5%	-6	151	10%	6	151	0	92	93
Cc1cccn2cc(CNS(=O)(=O)c3cccc(F)c3)nc12	-130%	-8	163	2%	8	163	11	99	88

Source: PubChem BioAssay (several laboratories)
